PRMT1 FP inh – PRMT1 methyltransferase inhibitors, primary screen, biochemical, fluorescence polarization; Protein arginine N-methyltransferase 1 (Homo sapiens), Q99873; recombinant PRMT1, activity-based probe fluorescence polarization; inhibition, % at 2.79 µM; hit rate 1.3% among 370,000; AID 652257, 2013;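 active = inhibition above about 21% made by adding two undisclosed values, limit read from the data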
TCR-CD3 inh – inhibitors of human TCR-CD3 interaction, primary screen, biochemical, fluorescence, TAMRA-labeled TCR probe; T-cell receptor (TCR); inhibition, % at 9.4 µM; hit rate 0.37% among 360,000; AID 651800, 2012; in the data active = inhibition above about 19%;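 note: recombinant mutant TCR 2C K166C tagged with TAMRA read by polarization; 0% = receptor in buffer alone and 100% = receptor with positive control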
PG9 Ab binder – binders of HIV-1 gp120 antibody PG9, primary screen, biochemical, TR-FRET; HIV-1 gp120 / PG9 antibody interaction; TR-FRET gp120-PG9 antibody binding; inhibition, % at 6.7 µM; hit rate 0.43% among 360,000; AID 624416, 2012; in the data active = inhibition above about 8.5%
LEDGF integ inh – blockers of LEDGF/p75-dependent integrase strand transfer – biochemical, TR-FRET, high throughput, primary screen | HIV-1 integrase (with human LEDGF/p75) | TR-FRET IN-LEDGF/p75 DNA integration, Eu/Cy5 | inhibition, % at 3.7 µM | hit rate 0.64% among 370,000 | AID 743269, 2014;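 active = inhibition above the screen-wide mean plus 3 SD, cut at about 13% in these data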;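 note: signal is the Cy5 over europium emission ratio at 671 and 618 nm; 0% = plate median of compound wells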
Rev-erbA mod – modulators of Rev-erb alpha DNA binding, primary screen, biochemical, FITC-DNA, fluorescence polarization, uHTS | Nuclear receptor subfamily 1 group D member 1 (Homo sapiens), P20393 | Rev-erbα–FITC-DNA binding, 90 min | activity, % at 10 µM | hit rate 0.79% among 370,000 | AID 1259318, 2017;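 active = activity above about 14%, limit read from the data; passing the limit was not always enough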;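 note: 0% = DMSO wells with 35 nM protein and 100% = DMSO wells with 750 nM protein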
UHRF1 binding – UHRF1 methylated DNA binding inhibitors, primary screen, counter-screen for MBD2 inhibitor project, biochemical, TR-FRET, human UHRF1, single concentration; E3 ubiquitin-protein ligase UHRF1 (Homo sapiens), Q96T88; hit rate 0.75% among 370,000; AID 687016, 2013; UHRF1 binding to methylated oligo; inhibition, % at 4.4 µM; in the data active = inhibition above about 21%;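 note: UHRF1 SRA domain binding a hemimethylated CpG hairpin DNA probe; 0% = median of test compound wells and 100% = reference inhibitor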
Target sequence (Q96T88 whole entry, looked up, the tested form may be a part): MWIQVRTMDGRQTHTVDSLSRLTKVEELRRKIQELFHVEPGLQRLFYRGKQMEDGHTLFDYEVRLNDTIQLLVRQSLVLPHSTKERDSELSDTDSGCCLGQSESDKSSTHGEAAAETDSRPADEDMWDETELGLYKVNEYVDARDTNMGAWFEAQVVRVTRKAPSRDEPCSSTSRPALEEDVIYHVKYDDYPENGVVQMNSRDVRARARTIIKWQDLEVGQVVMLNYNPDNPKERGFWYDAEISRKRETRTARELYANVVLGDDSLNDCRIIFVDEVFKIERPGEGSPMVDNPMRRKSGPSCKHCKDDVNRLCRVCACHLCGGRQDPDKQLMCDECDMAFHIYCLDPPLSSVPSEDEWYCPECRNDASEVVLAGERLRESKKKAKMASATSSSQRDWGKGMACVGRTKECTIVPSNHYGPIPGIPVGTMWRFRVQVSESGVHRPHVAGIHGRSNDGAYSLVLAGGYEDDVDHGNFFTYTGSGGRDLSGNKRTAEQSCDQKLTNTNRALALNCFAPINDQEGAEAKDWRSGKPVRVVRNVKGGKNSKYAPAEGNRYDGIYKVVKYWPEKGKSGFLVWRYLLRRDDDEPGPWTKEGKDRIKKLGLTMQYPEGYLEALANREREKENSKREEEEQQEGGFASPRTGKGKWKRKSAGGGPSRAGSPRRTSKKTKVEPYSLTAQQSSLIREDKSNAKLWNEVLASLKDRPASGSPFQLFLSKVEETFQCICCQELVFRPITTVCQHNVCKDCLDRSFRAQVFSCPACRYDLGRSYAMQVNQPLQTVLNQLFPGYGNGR
HTRA1 inh – HTRA1 serine protease inhibitors, primary screen, biochemical, fluorescence polarization, HTS; recombinant HTRA1, FP-rhodamine activity-based probe; inhibition, % at 5.96 µM; hit rate 0.5% among 340,000; AID 504803, 2011; in the data active = inhibition above about 36%;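 note: 0% = enzyme with DMSO and 100% = wells lacking enzyme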
MBD2 DNA inh – inhibitors of MBD2 binding to methylated DNA, primary screen, biochemical, TR-FRET, DNA-binding domain, human; Methyl-CpG-binding domain protein 2 (Homo sapiens), Q9UBB5; MBD2 binding to methylated oligonucleotide; inhibition, % at 4.4 µM; hit rate 0.31% among 370,000; AID 686964, 2013; in the data active = inhibition above about 13%
rCAG RNA binder – binders of r(CAG) RNA repeats, primary screen, biochemical, fluorescence | AID 651821, 2012 | r(CAG) RNA repeat, TO-PRO-1 dye displacement fluorescence | inhibition, % at 3 µM | hit rate 1.3% among 370,000;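 active = inhibition above the plate cutoff, the mean of all test compounds on that plate plus 3 SD, cut at about 35% in these data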;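 note: 0% = DMSO alone and 100% = 100 µM mitoxantrone as full dye displacement; higher means more dye released from RNA so lower well fluorescence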
ABHD4 inh – ABHD4 inhibitors, primary screen, biochemical, fluorescence polarization, mouse. (Lyso)-N-acylphosphatidylethanolamine lipase (Mus musculus), Q8VD66. purified mABHD4, FP-Rh probe fluorescence polarization. inhibition, % at 8.92 µM. hit rate 0.54% among 370,000;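 active = inhibition exceeding the mean over every tested compound plus 3 SD, cut at about 30% in these data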;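 note: 0% = plate median of compound wells and 100% = S159A mutant with DMSO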
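Assay system: Wild-type mouse ABHD4 protein | Medium: HEPES pH 7.0 buffer, 150 mM NaCl, 0.01% Pluronic F-127 | Incubation: Enzyme–compound pre-incubation 45 min, then probe 60 min, both 25 °C | Technique: Fluorescence polarization with parallel and perpendicular emission, 525/598 nm | Evaluation: % inhibition of FP-Rh probe binding versus controls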
Starred values were filed as active, the others as inactive; nt = not tested or not shown; & = joins results of further samples.

SMILES	PRMT1 FP inh	TCR-CD3 inh	PG9 Ab binder	LEDGF integ inh	Rev-erbA mod	UHRF1 binding	HTRA1 inh	MBD2 DNA inh	rCAG RNA binder	ABHD4 inh
CN(C(=O)CSc1nncn1-c1ccccc1)c1ccccc1	-5	2	-4.5	0	-2	2	-7	2	0	-2
COC(=O)c1c(CSc2ccc(Cl)cc2)noc1C(=O)NCc1ccco1	0	4	0.2	3	-1	0	-32	1	-2	-9
c1cncc(-c2noc(-c3ccco3)n2)c1	-4	2	1.8	3	-8	1	4	1	2	0
COC(=O)c1c(C)oc(C)c1S(=O)(=O)NCC1CC1	-3	-3	-2.4	1	3	-5	-4	-2	0	5
Cc1ccc(C)c(N2N=C(C(=O)N(CC(C)C)c3c(N)n(Cc4ccccc4)c(=O)[nH]c3=O)CCC2=O)c1	0	-1	-1.9	-1	-1	1	3	-4	2	7
COc1cccc(-c2cc(N3CCN(C(=O)c4ccoc4)CC3)n3nc(-c4cccc(Cl)c4)cc3n2)c1	-6	10	1.9	2	6	-4	-36	-4	13	-22
Cc1cc(C)c(C(=O)c2cccs2)c(C)c1	-1	4	-2.2	-3	4	0	8	1	-1	-2
CCCOC(=O)c1ccc(S(N)(=O)=O)o1	0	2	0.7	-3	3	0	1	1	2	4
O=C(Cc1ccccc1)NC1CCN(C(=O)NCc2ccccc2)CC1	2	4	-0.8	3	-4	5	-4	0	0	-4
CCCC1CCC(c2ccc(OCC)cc2)=CC1=O (stereo not drawn)	-4	3	-3.0	5	-1	0	-9	-7	0	-9
Cc1csc(NC(=O)C2CCCN2C(=O)Oc2ccccc2)n1 (stereo not drawn)	5	-9	1.9	-5	-5	1	-7	0	6	0
CC(OC(=O)c1cccnc1Cl)C(=O)Nc1ccc2c(c1)OCCO2 (stereo not drawn)	0	-3	-1.7	-4	3	1	0	-2	0	-4
COc1ccccc1C(=O)Oc1ccc(C(C)(C)C)cc1	-3	5	1.0	1	0	-1	-12	2	-8	-5
CC1=Nn2c(nnc2-c2ccccn2)SC1	-1	5	0.1	0	1	0	5	1	1	1
COc1ccc(C(=O)Nc2nnc(Cc3cccs3)s2)cc1OC	0	5	33*	1	46*	-15	-16	-3	0	-4
CC(=O)N1c2ccc(S(=O)(=O)N3CCCC3C(=O)Nc3cccc(F)c3)cc2CC1C (stereo not drawn)	-1	10	-0.9	-1	-1	0	5	-2	-1	8
CN(Cc1cnn(Cc2ccccc2)c1)C(=O)c1cccc(S(=O)(=O)N2CCOCC2)c1	1	5	-1.7	-1	1	-2	5	-1	-1	7
Cc1nc2c(-c3ccc(F)cc3)cnn2c(N)c1-c1ccc(F)cc1	-1	-2	-2.7	-1	-2	-4	8	-2	0	-1
CS(=O)(=O)N(CC(=O)N1CCCC1)c1cccc(Cl)c1	1	-4	-0.5	-2	-5	0	0	-2	-1	-1
Fc1ccccc1COc1ccc(Br)cc1CNCC1CCCO1 (stereo not drawn)	-2	2	1.1	2	3	2	4	4	-3	0

Part of the list above in order of count of non-hydrogen atoms, highest first:
SMILES	PRMT1 FP inh	TCR-CD3 inh	PG9 Ab binder	LEDGF integ inh	Rev-erbA mod	UHRF1 binding	HTRA1 inh	MBD2 DNA inh	rCAG RNA binder	ABHD4 inh
O=C(Cc1ccccc1)NC1CCN(C(=O)NCc2ccccc2)CC1	2	4	-0.8	3	-4	5	-4	0	0	-4
Cc1csc(NC(=O)C2CCCN2C(=O)Oc2ccccc2)n1 (stereo not drawn)	5	-9	1.9	-5	-5	1	-7	0	6	0
CCCOC(=O)c1ccc(S(N)(=O)=O)o1	0	2	0.7	-3	3	0	1	1	2	4

Further structures:
SMILES	PRMT1 FP inh	TCR-CD3 inh	PG9 Ab binder	LEDGF integ inh	Rev-erbA mod	UHRF1 binding	HTRA1 inh	MBD2 DNA inh	rCAG RNA binder	ABHD4 inh
CCn1c(=O)n(CC)c2cc(S(=O)(=O)N3CCC(c4ccccc4)CC3)ccc21	1	0	1.8	6	4	5	-16	9	-2	-9
Cc1cc(C)cc(NC(=O)c2ccccc2CC[N+](=O)[O-])c1	-2	0	0.9	-3	0	2	-4	2	-5	4
Cc1cccc(N2C(=O)N3[C@H](c4ccc(Br)cc4)[C@@H]4C(=O)N(C(C)(C)C)C(=O)[C@@H]4[C@]3(Cc3ccc(Cl)cc3)C2=O)c1	-1	-3	-1.5	-1	1	0	-6	2	8	5
Cc1ccc(S(=O)(=O)N(CC(O)CN2CCOCC2)c2cc(Cl)ccc2Cl)cc1 (stereo not drawn)	-2	5	-1.9	-3	1	-2	2	-3	-5	-6
O=C(O)CCCC(=O)Nc1ccccc1Oc1ccccc1	1	-2	-1.7	2	0	-1	0	3	0	0
O=C(Nc1ccccc1)c1cn(CCBr)cn1	9	-6	0.4	-4	-4	4	5	7	-4	-8
C#CCOCCOCCOCCNc1nc(N2CCN(C(=O)[C@H](CCCCN)n3cc([C@@H](N)[C@H](C)CC)nn3)CC2)nc(N2CCN(C(=O)[C@H](CCC(=O)O)n3cc([C@@H](N)CCCCN)nn3)CC2)n1	0	-5	2.1	0	-1	7	6	2	14	-1
COc1ccc(S(=O)(=O)N2CCC[C@H]2C(=O)N2CCC[C@H]2C(=O)N[C@@H](C)c2ccccc2)cc1C	-2	-4	-0.9	6	-6	3	nt	-2	0	1
COC(=O)c1ccc2c(=O)n(CCCCCC(=O)O)c(=S)[nH]c2c1	-1	8	-2.8	0	-1	0	10	-4	2	-11
Cc1cccc(NC(=O)C2C(c3ccccc3)C2(Cl)Cl)c1C (stereo not drawn)	-1	5	-1.2	3	-5	-1	-36	1	2	-4
Cc1ccsc1/C=N/NC(=O)C1C(=O)NCC1c1ccccc1 (stereo not drawn)	-6	-6	-3.9	0	2	3	nt	2	-3	1
CC(=O)c1ccc(Nc2nc(C(N)C3CCCCC3)cs2)cc1 (stereo not drawn)	0	-2	-0.1	1	-2	0	nt	1	15	5
CN(C)CCCNC(=O)c1cccc(-c2ccc3nncn3c2)c1	6	1	0.5	-4	-7	2	nt	-3	3	-1
CCCNC(=O)c1cc(C2CCCCN2S(=O)(=O)c2ccc(F)cc2F)on1 (stereo not drawn)	5	0	-0.7	-4	1	2	nt	0	0	-4
COc1ccccc1/C=C/C(=O)N1CCN(S(=O)(=O)c2cc(C)ccc2C)CC1	1	-1	0.3	-5	1	-1	-24	-2	3	-1
COc1cccc(CN2CCN(CC#Cc3ccccc3)CC2CCO)c1 (stereo not drawn)	-1	-9	-1.2	-5	-8	3	0	3	-7	5
O=C(CSc1nnc(CNC(=O)c2ccco2)o1)Nc1ccc(F)cc1	-2	5	2.0	2	-3	0	7	4	0	-1
OC(CN1CCOCC1)Cn1cnc2ccccc21 (stereo not drawn)	-7	2	-2.3	-1	2	-1	3	0	3	0
Cc1cccc(C(=O)N2CCC(N3CCC(C(=O)N4CCOCC4)CC3)CC2)c1	-3	0	-2.3	0	-1	2	0	0	4	-6
CC(C)NC(=O)N[C@H]1C=C[C@H](CC(=O)NCc2ccc(Oc3ccccc3)cc2)O[C@@H]1CO	-5	1	1.0	5	-5	2	nt	2	2	-3
Cc1nc2nc(SCC(=O)NCCCN3CCCC3)nn2c(C)c1Cc1ccccc1Cl	2	-7	0.7	2	8	3	-3	4	13	-1
CC(C)c1ccc(NC(=O)COC(=O)C2CCCCC2)cc1	-3	0	-2.5	1	-1	0	-4	1	-4	-5
Cc1cc(C)nc(SC/C=C/c2ccccc2)n1	1	2	1.7	-2	-1	-6	1	2	-2	-6
CC(=O)c1ccc2c(c1)Nc1ccccc1S2	-1	-2	-9.3	-2	-6	-5	7	-1	8	18
Cc1cc(S(=O)(=O)Nc2ccc(C(=O)NCC(c3ccco3)N3CCCCC3)cc2)ccc1F (stereo not drawn)	-2	1	1.0	0	3	-1	-11	-5	2	-7
Cc1ccccc1NS(=O)(=O)c1cc2c(cc1C)NC(=O)CO2	3	-6	-2.0	0	1	5	-9	3	6	-1
c1ccc(C2CN3CCSC3=N2)cc1 (stereo not drawn)	1	9	-1.0	1	2&-3	-1	6	-3	1	0
COCCNC(=O)CN1CCC(NC(=O)C(C)(C)C)CC1	-6	-2	0.3	-2	0	7	0	1	-2	-4
CCCCn1c(N)c(N(CCC(C)C)C(=O)c2ccc(C)c(S(=O)(=O)N3CCOCC3)c2)c(=O)[nH]c1=O	-5	2	-0.2	-1	-2	1	0	0	0	2
CCCCNC(=O)C[C@@H]1C[C@@]2(C(=O)OC)CC(C)(C)CC=C2N(CCc2ccc(OC)c(OC)c2)C1=O	0	2	-1.2	-1	6	0	nt	7	-1	8

Seven compounds from above, arranged by the number in PG9 Ab binder, lowest first:
SMILES | PRMT1 FP inh | TCR-CD3 inh | PG9 Ab binder | LEDGF integ inh | Rev-erbA mod | HTRA1 inh | MBD2 DNA inh | ABHD4 inh
CC(=O)c1ccc2c(c1)Nc1ccccc1S2 | -1 | -2 | -9.3 | -2 | -6 | 7 | -1 | 18
CC(C)c1ccc(NC(=O)COC(=O)C2CCCCC2)cc1 | -3 | 0 | -2.5 | 1 | -1 | -4 | 1 | -5
c1ccc(C2CN3CCSC3=N2)cc1 (stereo not drawn) | 1 | 9 | -1.0 | 1 | 2&-3 | 6 | -3 | 0
CCCCn1c(N)c(N(CCC(C)C)C(=O)c2ccc(C)c(S(=O)(=O)N3CCOCC3)c2)c(=O)[nH]c1=O | -5 | 2 | -0.2 | -1 | -2 | 0 | 0 | 2
COCCNC(=O)CN1CCC(NC(=O)C(C)(C)C)CC1 | -6 | -2 | 0.3 | -2 | 0 | 0 | 1 | -4
Cc1nc2nc(SCC(=O)NCCCN3CCCC3)nn2c(C)c1Cc1ccccc1Cl | 2 | -7 | 0.7 | 2 | 8 | -3 | 4 | -1
Cc1cc(C)nc(SC/C=C/c2ccccc2)n1 | 1 | 2 | 1.7 | -2 | -1 | 1 | 2 | -6

Screening data (PubChem)

These rows are one share of the data; the hit share may differ from the screen's.
